# Source: PubChem BioAssay (Broad Institute)
# TcdB inh = TcdB glycohydrolase inhibitors, primary screen, biochemical, single point, plate reader | hit rate 0.24% among 350,000 | TcdB glycohydrolase enzymatic assay | Toxin B (Clostridioides difficile), P18177 | inhibition, % at 9.99 µM | AID 652162, 2013; in the data active = inhibition above about 10%
# The depositor's hits bear a star. A portion of the library; count on the stated rates, not on these rows.
nr	SMILES	TcdB inh
1	COc1ccccc1CN1C[C@@H]2N[C@H](C1)C2c1ccc(-c2ccc(C(=O)N(C)C)cc2)cc1 (stereo partly specified)	-0.7
2	O=C(C[C@H]1CC[C@@H]2[C@H](COC[C@H](O)CN2C(=O)Nc2ccc(Cl)cc2)O1)N1CCCCC1	-1.4
3	CCC(=O)N1CC2(C1)[C@H](c1ccc(-c3ccccc3)cc1)[C@@H](CO)N2C(C)=O	0.5
4	COc1ccccc1-c1ccc2n(c1=O)C[C@H]1[C@H](CO)[C@@H](C(=O)N[C@@H](C)c3ccccc3)[C@@H]2N1C	-0.5
5	O=C(O)[C@H]1[C@H](CO)[C@H]2Cn3c(ccc(-c4cncnc4)c3=O)[C@H]2N1C(=O)C1CCCCC1	-0.3
6	C[C@H]1CN([C@@H](C)CO)C(=O)c2cc(-c3ccc(F)cc3)cnc2O[C@@H]1CN(C)C(=O)c1ccccn1	0.4
7	O=C1NCC(=O)N2[C@@H]1C[C@@H](C(=O)NCc1ccc(F)cc1)[C@H]2c1ccc(O)cc1	1.2
8	CC(C)CC#Cc1ccc2c(c1)O[C@@H](CN(C)C(=O)CC1CC1)[C@H](C)CN([C@@H](C)CO)S2(=O)=O	0.9
9	C[C@@H]1CN([C@H](C)CO)C(=O)c2cc(NS(=O)(=O)c3ccccc3)ccc2O[C@H]1CN(C)Cc1ccncc1	-0.5
10	CNC[C@H]1OCCCC[C@@H](C)Oc2ccc(NC(=O)Nc3ccc4c(c3)OCO4)cc2C(=O)N([C@@H](C)CO)C[C@@H]1C	-1.9
11	CN(C)CC(=O)N1[C@H](CO)[C@@H](c2ccccc2)C12CN(CC1CCOCC1)C2	-0.9
12	C[C@H](CO)N1C[C@H](C)[C@H](CN(C)C(=O)Nc2ccc(C(F)(F)F)cc2)Oc2c(NS(C)(=O)=O)cccc2C1=O	0.7
13	COc1ccc(NC(=O)Nc2cccc3c2O[C@@H](CN(C)Cc2ccc(Oc4ccccc4)cc2)[C@@H](C)CN([C@H](C)CO)C3=O)cc1	-1.5
14	Cc1cccc(-c2ccc([C@H]3[C@H]4CN(Cc5cncnc5)CCCCN4[C@H]3CO)cc2)c1	0.4
15	COc1ccccc1C(=O)N1C[C@H]2[C@@H](c3ccccc31)[C@H](CO)N2C(=O)C1CC1	0.0
16	C/C=C/c1ccc2c(c1)O[C@H](CN(C)C(=O)c1ccc3c(c1)OCO3)[C@@H](C)CN([C@@H](C)CO)S2(=O)=O	0.2
17	C[C@@H]1CN([C@@H](C)CO)C(=O)Cc2cc(NS(C)(=O)=O)ccc2O[C@H]1CN(C)Cc1ccc(Oc2ccccc2)cc1	0.1
18	CC(C)CC#Cc1ccc2c(c1)O[C@H](CN(C)C(=O)Cc1cccnc1)[C@@H](C)CN([C@@H](C)CO)S2(=O)=O	2.3
19	O=C(Nc1ccccc1F)N1CC(=O)N2[C@@H](CO)[C@H](c3ccc(C#CC4CCCC4)cc3)[C@@H]2C1	1.6
20	CN(C)C(=O)c1cccc(-c2ccc3c(c2)[C@H]2[C@H](CCN2C(=O)C2CC2)[C@H](CO)N3)c1	-0.7

# Next results
nr	SMILES	TcdB inh
21	COc1ccc([Si](C)(C)[C@H]2[C@H](CCn3cc(CCO)nn3)O[C@@]3(C(=O)N(Cc4cccc(N5CCOC5=O)c4)c4ccccc43)[C@@H]2C)cc1	0.0
22	O=C(Nc1cccc(Cl)c1)N1C[C@H]2[C@@H](c3ccccc31)[C@H](CO)N2CC1CCCCC1	0.9
23	C[C@H](CO)N1C[C@H](C)[C@H](CN(C)S(C)(=O)=O)OCc2ccccc2-c2ccccc2C1=O	0.5
24	COC(=O)c1cn(CC(=O)N2CCOCC2)nn1	-0.2
25	C[C@H]1CN([C@@H](C)CO)C(=O)c2cc(NC(=O)Nc3ccccc3)ccc2O[C@@H]1CN(C)S(C)(=O)=O	-0.4
26	C[C@@H]1CCCCO[C@H](CN(C)S(=O)(=O)c2ccc(F)cc2)[C@@H](C)CN([C@@H](C)CO)C(=O)c2cc(NC(=O)c3ccncc3)ccc2O1	0.5
27	CO[C@@H]1CN(C)C(=O)c2ccc(NC(=O)c3nc4ccccc4s3)cc2OC[C@H](C)N(Cc2cncnc2)C[C@@H]1C	0.0
28	C[C@@H]1CN([C@H](C)CO)C(=O)c2cc(N(C)C)ccc2O[C@@H](C)CCCCO[C@@H]1CN(C)S(=O)(=O)c1ccccc1	-4.3
29	C[C@@H]1CN([C@@H](C)CO)C(=O)c2ccccc2-c2ccccc2CO[C@H]1CN(C)S(=O)(=O)c1ccc([N+](=O)[O-])cc1	-0.1
30	O=C(C[C@H]1CC[C@@H]2[C@H](COC[C@H](O)CN2C(=O)Nc2ccc(Cl)c(Cl)c2)O1)NCc1ccc(Cl)cc1	0.4
31	CCCNC(=O)N(C)C[C@H]1Oc2ncc(C#C[C@H](C)O)cc2C(=O)N([C@H](C)CO)C[C@H]1C	0.6
32	O=C(c1ccncc1)N1CC(=O)N2[C@@H](CO)[C@H](c3ccc(-c4cccnc4)cc3)[C@@H]2C1	-0.3
33	CC(C)C#Cc1ccc2c(c1)O[C@@H](CN(C)Cc1cccnc1)[C@@H](C)CN([C@H](C)CO)S2(=O)=O	-0.4
34	O=C(N[C@H]1CC[C@@H](CCn2cc(-c3ccccn3)nn2)O[C@H]1CO)c1ccccc1	-0.6
35	O=C(NC1CCCC1)[C@@H]1[C@@H](CO)[C@@H]2Cn3c(cccc3=O)[C@@H]2N1C(=O)NC1CCCC1	-7.0
36	C[C@H]1CCCCO[C@@H](CN(C)S(=O)(=O)c2ccccc2)[C@@H](C)CN([C@@H](C)CO)C(=O)c2cc(NC(=O)Nc3ccccc3)ccc2O1	0.4
37	C[C@H]1CN([C@@H](C)CO)C(=O)c2cc(-c3cccnc3)cnc2O[C@@H]1CN(C)C(=O)c1cccc(F)c1	0.3
38	C/C=C/c1ccc2c(c1)O[C@@H](CN(C)C(=O)c1ccc(F)cc1)[C@H](C)CN([C@H](C)CO)S2(=O)=O	-0.2
39	O=C(CN1CCOCC1)N1CCCCN2[C@H](CO)[C@@H](c3ccc(C#Cc4ccccc4)cc3)[C@@H]2C1	0.4
40	CCC(=O)N1CC(=O)N2[C@H](CO)[C@@H](c3ccc(C#CC4CCCC4)cc3)[C@@H]2C1	-1.0

# (cont.)
nr	SMILES	TcdB inh
41	CN(C)CC(=O)Nc1ccc2c(c1)[C@@H]1C[C@@H](CC(=O)NCCc3ccccc3)O[C@H](CO)[C@@H]1O2	-0.8
42	COC(=O)C[C@H]1C[C@@H]2c3cc(NS(=O)(=O)c4cccc(OC)c4)ccc3O[C@@H]2[C@H](CO)O1	-0.6
43	CCCC(=O)Nc1ccc2c(c1)C(=O)N(C)[C@H]1CC[C@@H](CC(=O)NCc3ccccc3)O[C@H]1CO2	0.8
44	COc1ccc(NC(=O)N(C)C[C@H]2Oc3c(NS(=O)(=O)c4ccc(OC)cc4)cccc3C(=O)N([C@H](C)CO)C[C@H]2C)cc1	1.1
45	CCC(=O)N(C)C[C@@H]1Oc2ncc(C#C[C@H](C)O)cc2C(=O)N([C@@H](C)CO)C[C@@H]1C	0.2
46	COc1cccc(NC(=O)N2CC(=O)N3[C@H](CO)[C@H](c4ccc(Br)cc4)[C@H]3C2)c1	-0.4
47	C[C@H](CO)N1C[C@H](C)[C@H](CN(C)Cc2ccc(C(F)(F)F)cc2)Oc2ccc(NC(=O)Nc3ccc(C(F)(F)F)cc3)cc2C1=O	1.6
48	C[C@@H]1CN([C@H](C)CO)C(=O)c2cc(NC(=O)CCCCCC(=O)Nc3ccccc3N)ccc2O[C@H]1CN(C)C(=O)Nc1ccc(F)cc1	0.6
49	CCNC(=O)[C@H]1[C@H](CO)[C@H]2Cn3c(ccc(/C=C/c4ccccc4)c3=O)[C@@H]1N2C(C)=O	1.0
50	Cc1noc(C)c1NC(=O)Nc1ccc2c(c1)C(=O)N([C@H](C)CO)C[C@H](C)[C@H](CN(C)S(=O)(=O)c1ccc(Cl)cc1)OCCCC[C@@H](C)O2	-2.0
51	C[C@H]1CN([C@@H](C)CO)C(=O)CCCn2cc(nn2)CO[C@H]1CN(C)S(=O)(=O)c1cccc(F)c1	-5.0
52	C[C@@H]1CN([C@@H](C)CO)C(=O)c2cc(NC(=O)Nc3ccccc3)ccc2O[C@@H](C)CCCCO[C@@H]1CN(C)C(=O)CCCN(C)C	-3.0
53	C[C@H]1CN([C@@H](C)CO)C(=O)c2cc(NC(=O)Nc3ccccc3)ccc2O[C@H]1CN(C)C(=O)Nc1ccc(C(F)(F)F)cc1	0.2
54	COc1ccccc1NC(=O)N1CCCCN2[C@H](C1)[C@H](c1ccc(C#CC3CC3)cc1)[C@@H]2CO	-11.1
55	C[C@@H]1CN([C@H](C)CO)C(=O)c2cc(NC(=O)Cn3cnnn3)ccc2O[C@@H]1CN(C)C(=O)Nc1ccc2c(c1)OCO2	-4.6
56	O=C(CN1CCOCC1)N1CCCCN2[C@H](CO)[C@@H](c3ccc(C#Cc4ccccc4)cc3)[C@H]2C1	-1.6
57	Cc1ccc(S(=O)(=O)NCC[C@H]2CC[C@@H](NC(=O)Nc3cccc(F)c3)[C@@H](CO)O2)cc1	1.5

# Compounds listed so far that contain an aryl methoxy group, in the order listed:
nr	SMILES	TcdB inh
1	COc1ccccc1CN1C[C@@H]2N[C@H](C1)C2c1ccc(-c2ccc(C(=O)N(C)C)cc2)cc1 (stereo partly specified)	-0.7
4	COc1ccccc1-c1ccc2n(c1=O)C[C@H]1[C@H](CO)[C@@H](C(=O)N[C@@H](C)c3ccccc3)[C@@H]2N1C	-0.5
13	COc1ccc(NC(=O)Nc2cccc3c2O[C@@H](CN(C)Cc2ccc(Oc4ccccc4)cc2)[C@@H](C)CN([C@H](C)CO)C3=O)cc1	-1.5
15	COc1ccccc1C(=O)N1C[C@H]2[C@@H](c3ccccc31)[C@H](CO)N2C(=O)C1CC1	0.0
21	COc1ccc([Si](C)(C)[C@H]2[C@H](CCn3cc(CCO)nn3)O[C@@]3(C(=O)N(Cc4cccc(N5CCOC5=O)c4)c4ccccc43)[C@@H]2C)cc1	0.0
42	COC(=O)C[C@H]1C[C@@H]2c3cc(NS(=O)(=O)c4cccc(OC)c4)ccc3O[C@@H]2[C@H](CO)O1	-0.6
44	COc1ccc(NC(=O)N(C)C[C@H]2Oc3c(NS(=O)(=O)c4ccc(OC)cc4)cccc3C(=O)N([C@H](C)CO)C[C@H]2C)cc1	1.1
46	COc1cccc(NC(=O)N2CC(=O)N3[C@H](CO)[C@H](c4ccc(Br)cc4)[C@H]3C2)c1	-0.4
54	COc1ccccc1NC(=O)N1CCCCN2[C@H](C1)[C@H](c1ccc(C#CC3CC3)cc1)[C@@H]2CO	-11.1
